proCasp7 act: counter-screen: procaspase-7 (human) activation | activation, % at 8.5 µM | AID 463210 | actives 0.093% (n = 330,000) | recombinant procaspase-7, Ac-DEVD-pNA absorbance 405 nm; D23A/D198A/D206A triple mutant, cannot self-cleave; scale: DMSO 0, 5 µM enzyme 100 | P55210;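 active means percent activation above the screen-wide mean plus 3 SD, cut at about 25% in these data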
Target sequence (P55210 whole entry D23A/D198A/D206A): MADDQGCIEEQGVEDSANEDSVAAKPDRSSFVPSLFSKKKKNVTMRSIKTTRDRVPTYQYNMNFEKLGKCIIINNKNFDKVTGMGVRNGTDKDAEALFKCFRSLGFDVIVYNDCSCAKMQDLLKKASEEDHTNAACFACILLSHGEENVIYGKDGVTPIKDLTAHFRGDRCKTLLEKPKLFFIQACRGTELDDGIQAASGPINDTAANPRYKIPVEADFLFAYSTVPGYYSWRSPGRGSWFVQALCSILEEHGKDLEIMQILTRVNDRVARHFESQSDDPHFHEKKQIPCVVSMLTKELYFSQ
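Material: Procaspase-7 triple mutant (PC-7 D3A) | Quantity: 2 µM procaspase-7 mutant as dispensed | Reagent: DEVD-pNA substrate | Times: 1 h preincubation, 2 h reaction | Technique: 405 nm absorbance of p-nitroaniline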
Fh CTSL1 inh: counter-screen for PFM18AAP inhibitors: inhibitors of F. hepatica cathepsin L1. recombinant F. hepatica cathepsin L1, Z-Leu-Arg-MCA fluorescence. inhibition, % at 5.96 µM. actives 0.49% (n = 300,000);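 active means inhibition above the mean of all tested compounds plus 3 SD, set per screening campaign, cut at about 17% in these data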;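 further: 0% = plate median of test compound wells and 100% = 1 µM Z-Phe-Ala-diazomethylketone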
VLA-4 inh: inhibition in a human VLA-4 binding assay; P13612; VLA-4 expressing cells, ligand binding flow cytometry; inhibition, % (about 7 µM as worked out from the volumes in the protocol); actives 0.2% (n = 330,000); AID 2557; in the data active means inhibition above about 50%
PP5 inh: inhibitors of human protein phosphatase 5 (PP5) | P53041 | actives 0.18% (n = 320,000) | inhibition, % at 6.7 µM | purified PP5c, OMFP substrate fluorescence;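 active means inhibition above the campaign's mean inhibition across all tested compounds plus 3 SD, cut at about 9.5% in these data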;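 further: 0% = DMSO only and 100% = 100 µM cantharidin control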
HCV core dimer: blocks dimerization of HCV core protein; inhibition, % at 5 µM; actives 0.33% (n = 300,000); TR-FRET GST/Flag-core106 dimerization, 1536-well;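 active means inhibition above the mean of all tested compounds plus 3 SD, set per screening campaign, cut at about 45% in these data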
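Test system: GST/Flag-tagged HCV core106 proteins; Medium: KF-containing HEPES buffer, pH 7.45, DTT, CHAPS, BSA; Times: compound-protein-antibody incubation 4 h at 22.5 °C; Detection: TR-FRET 671 and 617 nm emission; Benchmarks: wells lacking GST-core106 and wells with excess unlabelled core106.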
GRK2 aptamer HTS: human GRK2 inhibition via aptamer displacement. bead flow cytometry, FAM-aptamer displacement from GRK2. inhibition of aptamer binding, % at 10 µM. P25098. actives 0.59% (n = 330,000);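 active means inhibition of aptamer binding above 40%, roughly 3 SD of noise, on plates passing a quality check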;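 further: median bead fluorescence of bound FAM aptamer so fluorescent compounds give negative values; no value below 0 was filed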
PP1 counter: PP1-alpha (human) inhibition in PP5 counter-screen; P62136; purified PP1alpha, OMFP fluorescence; inhibition, % at 6.7 µM; actives 0.9% (n = 320,000); AID 2235;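 active means inhibition above the mean inhibition of all tested compounds plus 3 SD, computed separately for each screening campaign, cut at about 15% in these data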
Target sequence (P62136 whole entry, looked up): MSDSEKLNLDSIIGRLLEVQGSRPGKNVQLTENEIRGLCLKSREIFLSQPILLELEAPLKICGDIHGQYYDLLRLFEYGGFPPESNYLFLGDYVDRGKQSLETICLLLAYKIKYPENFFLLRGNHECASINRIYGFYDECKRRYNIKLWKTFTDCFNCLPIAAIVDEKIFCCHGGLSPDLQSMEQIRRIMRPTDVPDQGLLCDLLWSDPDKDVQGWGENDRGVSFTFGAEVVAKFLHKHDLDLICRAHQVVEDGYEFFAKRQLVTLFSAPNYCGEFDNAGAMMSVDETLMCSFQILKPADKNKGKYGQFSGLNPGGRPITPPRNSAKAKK
proCasp3 act: activates human procaspase-3; P42574; recombinant procaspase-3 D3A, Ac-DEVD-pNA absorbance 405 nm; activation, % at 8.5 µM; actives 0.11% (n = 330,000); AID 463141;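 active means activation above the mean of all tested compounds plus 3 SD, cut at about 21% in these data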;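 further: 0% = DMSO alone and 100% = DMSO wells spiked with extra 5 µM PC-3 D3A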
Target sequence (P42574 whole entry D9A/D28A/D175A): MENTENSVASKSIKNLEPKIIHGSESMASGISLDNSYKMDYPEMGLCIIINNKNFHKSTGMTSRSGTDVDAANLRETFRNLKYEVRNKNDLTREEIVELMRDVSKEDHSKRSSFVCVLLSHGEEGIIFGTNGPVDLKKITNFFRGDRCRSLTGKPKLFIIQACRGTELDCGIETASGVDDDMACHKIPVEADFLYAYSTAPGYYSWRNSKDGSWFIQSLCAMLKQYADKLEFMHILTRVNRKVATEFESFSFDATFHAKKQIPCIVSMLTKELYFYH
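assay system = Procaspase-3 D3A mutant | signal = absorbance at 405 nm, 0 and 120 min | times = 1 h preincubation plus 2 h reaction at 25 °C | repeats = single replicate | read-out = % activation between DMSO and enzyme-spiked controls | medium = Zinc-free HEPES saline buffer with Triton X-100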
GASC-1 inh: inhibitors of human GASC-1 (JMJD2C) demethylase | inhibition, % at 2.35 µM | GST-JMJD2C(1-420) H3K9me3 demethylation, DELFIA europium | actives 0.069% (n = 330,000);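 active means more than half of a compound's replicate wells show inhibition beyond 50%, single wells judged on their own value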;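 further: signal counts dimethyl H3K9 product captured on neutravidin plate; 0% = median of DMSO wells and 100% = 0.3 times that DMSO median; strong numbers were not always called active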
Active calls of the source: *. Not a hit list. About 2.6% of those tested had a hit in this group.

Screening Cc1ccc(/C=N/NC(=O)CNC(=O)COc2ccc(Cl)cc2)o1 returned proCasp7 act 4, Fh CTSL1 inh -1, VLA-4 inh 13, PP5 inh 0.0, HCV core dimer 2, GRK2 aptamer HTS 0, PP1 counter -1, proCasp3 act 10 and GASC-1 inh -1.
Screening NCCC(=O)N1c2ccccc2Sc2ccc(Cl)cc21 returned proCasp7 act 11, Fh CTSL1 inh 8, VLA-4 inh -69, PP5 inh 4.4, HCV core dimer -15, GRK2 aptamer HTS 2, PP1 counter -1, proCasp3 act 3 and GASC-1 inh -28.
`COC(=O)c1ccc(CSc2n[nH]c(-c3ccccc3)n2)o1` gave proCasp7 act -11, Fh CTSL1 inh 3, VLA-4 inh -20, PP5 inh 2.3, HCV core dimer -2, GRK2 aptamer HTS 5, PP1 counter -1, proCasp3 act -3 and GASC-1 inh -12.
Screening CCC(C)(NC(=O)c1ccccn1)C(=O)NC1CCCC1 (configuration not stated) returned proCasp7 act 10, Fh CTSL1 inh 0, VLA-4 inh -15, PP5 inh 0.8, HCV core dimer 3, GRK2 aptamer HTS 3, PP1 counter -5, proCasp3 act -3 and GASC-1 inh 3.
For CCOc1cnc(-c2c(-c3c(F)cccc3Cl)noc2C)o1 the results were proCasp7 act 13, Fh CTSL1 inh -1, VLA-4 inh 10, PP5 inh 2.9, HCV core dimer 5, GRK2 aptamer HTS 1, PP1 counter 1, proCasp3 act 0 and GASC-1 inh -10.
CC1=C(C(=O)OC(C)(C)C)C(c2ccco2)C(C#N)=C(N)O1 (configuration not stated) was read as proCasp7 act 2, Fh CTSL1 inh -2, VLA-4 inh 7, PP5 inh 0.1, HCV core dimer 1, GRK2 aptamer HTS 0, PP1 counter -4, proCasp3 act 8 and GASC-1 inh 6.
For Cc1ccccc1C1c2[nH]c3ccccc3c2CCN1Cc1cccn1-c1ncccn1 (configuration not stated) the results were proCasp7 act -4, Fh CTSL1 inh -2, VLA-4 inh 3, PP5 inh 3.1, HCV core dimer 3, GRK2 aptamer HTS 5, PP1 counter -1, proCasp3 act 7 and GASC-1 inh -11.
CCCC(=O)Nc1nc2ccc(NC(=O)c3c(F)c(F)c(OC)c(F)c3F)cc2s1 was read as proCasp7 act 7, Fh CTSL1 inh 2, VLA-4 inh 16, PP5 inh 4.7, HCV core dimer 3, GRK2 aptamer HTS 2, PP1 counter 2, proCasp3 act 8 and GASC-1 inh 6.
`O=C(NCC1CCCO1)c1ccc2c(c1)ncn2-c1cccc(F)c1` (configuration not stated) gave proCasp7 act -13, Fh CTSL1 inh -2, VLA-4 inh 0, PP5 inh 0.0, HCV core dimer -12, GRK2 aptamer HTS 3, PP1 counter 2, proCasp3 act -3 and GASC-1 inh -35.
For COc1cccc(Cn2cccc(NC(=O)NC3CCCCC3)c2=O)c1 the results were proCasp7 act -4, Fh CTSL1 inh 1, VLA-4 inh -3, PP5 inh -0.2, HCV core dimer 1, GRK2 aptamer HTS 0, PP1 counter 1, proCasp3 act -3 and GASC-1 inh 25.
For COc1cc(C(=O)N(C)CC(=O)Nc2cccc(F)c2)ccc1OCc1ccccc1 the results were proCasp7 act -1, Fh CTSL1 inh 1, VLA-4 inh 2, PP5 inh 1.9, HCV core dimer 2, GRK2 aptamer HTS 0, PP1 counter -2, proCasp3 act 5 and GASC-1 inh 2.
CCNc1nc(OCCNS(=O)(=O)c2cc(C)ccc2C)nc(N(C)C)n1 was read as proCasp7 act 3, Fh CTSL1 inh -4, VLA-4 inh 7, PP5 inh 3.3, HCV core dimer 1, GRK2 aptamer HTS 0, PP1 counter -1, proCasp3 act -3 and GASC-1 inh -1.
`Cc1ccc(NC(=O)CN(C)C(C)C(=O)Nc2ccc(S(=O)(=O)N3CCCC3)cc2)cc1` (configuration not stated) gave proCasp7 act 15, Fh CTSL1 inh -5, VLA-4 inh 19, PP5 inh 0.9, HCV core dimer 3, GRK2 aptamer HTS 0, PP1 counter -3, proCasp3 act 2 and GASC-1 inh 1.
For COc1ccc(/C=N/n2c(N)nc(-c3ccccc3)c2-c2ccccc2)cc1 the results were proCasp7 act -2, Fh CTSL1 inh 0, VLA-4 inh 11, PP5 inh 1.4, HCV core dimer 12, GRK2 aptamer HTS 0, PP1 counter -2, proCasp3 act 3 and GASC-1 inh 9.
`CCN(CC)S(=O)(=O)c1cccc(NC(=O)COC(=O)c2n[nH]c(=O)c3ccccc23)c1` gave proCasp7 act -6, Fh CTSL1 inh -10, VLA-4 inh -1, PP5 inh 3.7, HCV core dimer -1, GRK2 aptamer HTS 0, PP1 counter -1, proCasp3 act -7 and GASC-1 inh 2.
COc1ccc(N2CCN(C(=S)Nc3cccc(C)c3C)CC2)cc1 was read as proCasp7 act 5, Fh CTSL1 inh 3, VLA-4 inh 1, PP5 inh 1.1, HCV core dimer -3, GRK2 aptamer HTS 0, PP1 counter -4, proCasp3 act -5 and GASC-1 inh 20.
`CCCCCC(=O)NNC(=S)NC(=O)c1cccc([N+](=O)[O-])c1` gave proCasp7 act -3, Fh CTSL1 inh -2, VLA-4 inh 24, PP5 inh 0.7, HCV core dimer -3, GRK2 aptamer HTS 3, PP1 counter 1, proCasp3 act -12 and GASC-1 inh 9.
`O=C(CCCCCN1C(=O)c2ccccc2C1=O)NCc1ccco1` gave proCasp7 act 1, Fh CTSL1 inh 0, VLA-4 inh 5, PP5 inh 1.3, HCV core dimer 4, GRK2 aptamer HTS 0, PP1 counter -4, proCasp3 act -6 and GASC-1 inh -5.
Cc1ccc(C(C(=O)NC2CCCC2)N(Cc2ccc3c(c2)OCO3)C(=O)Cc2cccs2)cc1 (configuration not stated) was read as proCasp7 act -3, Fh CTSL1 inh -2, VLA-4 inh 17, PP5 inh 1.0, HCV core dimer 14, GRK2 aptamer HTS 0, PP1 counter 4, proCasp3 act 6 and GASC-1 inh 17.
For CCOC(=O)c1c(/N=C/N(C)C)sc(/C=N/Nc2ccccc2)c1-c1ccc(Cl)cc1 the results were proCasp7 act -19, Fh CTSL1 inh 2, VLA-4 inh -1, PP5 inh 2.1, HCV core dimer 11, GRK2 aptamer HTS 0, PP1 counter -1, proCasp3 act -18 and GASC-1 inh -1.
`C=CCOc1ccc(CNn2nnnc2N)cc1` gave proCasp7 act 12, Fh CTSL1 inh 2, VLA-4 inh 5, PP5 inh 3.8, HCV core dimer 2, GRK2 aptamer HTS 0, PP1 counter 0, proCasp3 act -7 and GASC-1 inh 1.
O=C1C2C3c4ccccc4C(Br)(c4ccccc43)C2C(=O)N1c1ccccc1O (configuration not stated) was read as proCasp7 act -12, Fh CTSL1 inh 1, VLA-4 inh -8, PP5 inh 4.4, HCV core dimer 1, GRK2 aptamer HTS 1, PP1 counter 3, proCasp3 act 3 and GASC-1 inh 1.
`Cc1ccc(-c2nn3c(C)nnc3s2)cc1NC(=O)c1ccc(Br)o1` gave proCasp7 act -10, Fh CTSL1 inh 2, VLA-4 inh -22, PP5 inh -0.5, HCV core dimer 1, GRK2 aptamer HTS 2, PP1 counter 1, proCasp3 act 2 and GASC-1 inh -6.
`COC(=O)c1c(NC(=O)/C=C/c2ccc3c(c2)OCO3)sc(C)c1C` gave proCasp7 act 5, Fh CTSL1 inh -2, VLA-4 inh -5, PP5 inh 0.9, HCV core dimer -4, GRK2 aptamer HTS 0, PP1 counter 0, proCasp3 act -13 and GASC-1 inh 3.
`O=C(c1noc2c1CCCC2)N1CCc2c([nH]c3ccccc23)C1c1ccccn1` (configuration not stated) gave proCasp7 act 4, Fh CTSL1 inh -6, VLA-4 inh -4, PP5 inh -0.3, HCV core dimer -3, GRK2 aptamer HTS 0, PP1 counter -1, proCasp3 act -3 and GASC-1 inh 22.
COc1cc(/C=C2\SC(=S)N(c3cccnc3)C2=O)ccc1O was read as proCasp7 act -2, Fh CTSL1 inh 5, VLA-4 inh -16, PP5 inh 4.0, HCV core dimer 9, GRK2 aptamer HTS 0, PP1 counter 3, proCasp3 act -12 and GASC-1 inh -2.
For O=C(O)C1CCC(CNCc2ccccc2Cl)CC1 (configuration not stated) the results were proCasp7 act -7, Fh CTSL1 inh -1, VLA-4 inh 9, PP5 inh 2.7, HCV core dimer -12, GRK2 aptamer HTS 0, PP1 counter 2, proCasp3 act -4 and GASC-1 inh -5.
C/C(=N\O)C(C)NC(=O)c1ccccc1 (configuration not stated) was read as proCasp7 act 0, Fh CTSL1 inh 5, VLA-4 inh 6, PP5 inh -1.9, HCV core dimer -8, GRK2 aptamer HTS 4, PP1 counter -2, proCasp3 act 2 and GASC-1 inh 1.
For CC(Sc1ccc([N+](=O)[O-])cn1)C(=O)Nc1nccs1 (configuration not stated) the results were proCasp7 act -8, Fh CTSL1 inh 5, VLA-4 inh -6, PP5 inh 0.6, HCV core dimer -1, GRK2 aptamer HTS 0, PP1 counter 0, proCasp3 act -3 and GASC-1 inh 1.
Screening Nc1ccc(S(=O)C(F)(F)F)cc1 (configuration not stated) returned proCasp7 act 1, Fh CTSL1 inh 1, VLA-4 inh -11, PP5 inh 2.3, HCV core dimer -15, GRK2 aptamer HTS 4, PP1 counter -3, proCasp3 act 9 and GASC-1 inh 6.
Screening CCN1CCN(CCC(=O)Nc2cc(C)ccc2C)CC1 returned proCasp7 act 4, Fh CTSL1 inh 0, VLA-4 inh -13, PP5 inh -1.9, HCV core dimer -9, GRK2 aptamer HTS 0, PP1 counter -1, proCasp3 act 4 and GASC-1 inh 25.
Screening C=CCOC(=O)c1sc(NC(=O)c2ccc(OC)cc2)nc1C returned proCasp7 act 7, Fh CTSL1 inh 4, VLA-4 inh 10, PP5 inh -0.5, HCV core dimer 21, GRK2 aptamer HTS 2, PP1 counter -1, proCasp3 act 2 and GASC-1 inh -1.
Screening O=C(NC(=S)Nc1ccccc1Cl)C1CC1 returned proCasp7 act 4, Fh CTSL1 inh -8, VLA-4 inh 19, PP5 inh -6.7, HCV core dimer 5, GRK2 aptamer HTS 2, PP1 counter -9, proCasp3 act 0 and GASC-1 inh -4.
For CN(CC(=O)Nc1ccc(F)c(F)c1F)C(=O)C1CCCCC1 the results were proCasp7 act 15, VLA-4 inh 6, GRK2 aptamer HTS 2, proCasp3 act 3 and GASC-1 inh 2.
COC(=O)[C@@H](Cc1ccc(O)cc1)NC(=O)[C@H]1CCC(=O)N1C(=O)OCc1ccccc1 was read as proCasp7 act 8, Fh CTSL1 inh -4, VLA-4 inh 9, PP5 inh 1.9, HCV core dimer 0, GRK2 aptamer HTS 0, PP1 counter -5, proCasp3 act 17 and GASC-1 inh 186.

A draw from above in order of number of heavy atoms, smallest number first.
Screening O=C(NC(=S)Nc1ccccc1Cl)C1CC1 returned proCasp7 act 4, Fh CTSL1 inh -8, VLA-4 inh 19, PP5 inh -6.7, HCV core dimer 5, GRK2 aptamer HTS 2, PP1 counter -9, proCasp3 act 0 and GASC-1 inh -4.
`COC(=O)c1ccc(CSc2n[nH]c(-c3ccccc3)n2)o1` gave proCasp7 act -11, Fh CTSL1 inh 3, VLA-4 inh -20, PP5 inh 2.3, HCV core dimer -2, GRK2 aptamer HTS 5, PP1 counter -1, proCasp3 act -3 and GASC-1 inh -12.
For CN(CC(=O)Nc1ccc(F)c(F)c1F)C(=O)C1CCCCC1 the results were proCasp7 act 15, VLA-4 inh 6, GRK2 aptamer HTS 2, proCasp3 act 3 and GASC-1 inh 2.

Screens deposited in PubChem BioAssay by several laboratories.
